# IDH1 mut inh – inhibitors of IDH1 R132H reductase, primary screen, biochemical, plate reader, single point | Isocitrate dehydrogenase [NADP] cytoplasmic (Homo sapiens), O75874 | diaphorase/resazurin fluorescence, 60 min | inhibition, % at 10 µM | 70,000 tested, 0.18% active | AID 624101, 2012; in the data active = inhibition above about 34%;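 note: 0% = DMSO and 100% = no enzyme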
# Target sequence (O75874 whole entry R132H): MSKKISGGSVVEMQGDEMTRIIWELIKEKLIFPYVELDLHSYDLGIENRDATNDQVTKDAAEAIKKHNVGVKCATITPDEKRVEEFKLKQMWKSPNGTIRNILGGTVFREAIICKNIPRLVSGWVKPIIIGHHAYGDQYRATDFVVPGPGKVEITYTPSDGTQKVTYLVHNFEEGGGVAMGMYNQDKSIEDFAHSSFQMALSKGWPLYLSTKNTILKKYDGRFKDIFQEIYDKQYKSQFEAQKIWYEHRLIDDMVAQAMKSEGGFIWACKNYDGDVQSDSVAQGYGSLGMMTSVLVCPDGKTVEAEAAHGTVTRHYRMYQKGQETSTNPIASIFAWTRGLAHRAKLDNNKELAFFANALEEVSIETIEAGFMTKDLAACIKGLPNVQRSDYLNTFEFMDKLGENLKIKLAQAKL
# PRC2 inh – EZH2/PRC2 methyltransferase inhibitors, primary screen, biochemical, DELFIA time-resolved fluorescence, single point. AID 651548, 2012. inhibition, % at 12.5 µM. PRC2 H3K27 methylation, DELFIA TRF, 1 h. Histone-lysine N-methyltransferase EZH2 (Homo sapiens), Q15910. 57,000 tested, 0.35% active;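 active = mean inhibition of replicates at least 50% and every single replicate also reaching 50%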;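 note: dimethyl H3K27 on biotinylated H3 21-44 peptide detected by antibody; plate controls were median neutral control wells for no effect and median positive control wells for full effect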
# Numbers without * were called inactive; x = no result given. These rows are one share of the data (hit frequency here may not be typical).
SMILES,IDH1 mut inh,PRC2 inh
C[C@H](CO)N1C[C@H](C)[C@@H](CN(C)S(=O)(=O)c2ccc3c(c2)OCCCO3)OCc2cn(nn2)CCCC1=O,0.1,x
O=C(CCN1CCCCC1)N[C@H]1CC[C@H](CCNC(=O)c2cc(Cl)cc(Cl)c2)O[C@@H]1CO,-0.4,-7.7
C[C@@H]1CN([C@H](C)CO)C(=O)c2cccc(NC(=O)Nc3cccc4ccccc34)c2O[C@H]1CN(C)S(=O)(=O)c1cn(C)cn1,-2.2,x
C[C@]1(C(=O)NC2CC2)c2ccccc2C(=O)N(Cc2cc(C(F)(F)F)cc(C(F)(F)F)c2)[C@H]1c1ccc(CO)cc1,x,-7.7
CO[C@@H]1CN(C)C(=O)c2cc(NC(=O)c3cnccn3)ccc2OC[C@@H](C)N(CCC(F)(F)F)C[C@H]1C,0.0,-6.7
CO[C@H]1CN(C)C(=O)c2ccc(NC(=O)C3CCCC3)cc2OC[C@@H](C)N(CC2CC2)C[C@H]1C,0.3,-4.8
CO[C@@H]1CN(C)C(=O)c2ccc(NC(=O)C3CCC3)cc2OC[C@H](C)N(C(=O)NC(C)C)C[C@H]1C,-0.3,13.3
C[C@@H]1CCCCO[C@H](CN(C)S(=O)(=O)c2ccc(F)cc2)[C@@H](C)CN([C@H](C)CO)C(=O)c2cc(NC(=O)CCCCCC(=O)Nc3ccccc3N)ccc2O1,x,-43.8
CNC[C@@H]1Oc2c(NC(=O)NC3CCCCC3)cccc2C(=O)N([C@H](C)CO)C[C@@H]1C,3.1,10.9
CO[C@@H]1CN(C)C(=O)c2ccc(NC(=O)C3CCOCC3)cc2OC[C@@H](C)NC[C@@H]1C,-0.1,6.4
COCC#Cc1ccc2c(c1)O[C@@H](CN(C)Cc1cncnc1)[C@H](C)CN([C@H](C)CO)S2(=O)=O,-3.6,-1.1
C[C@@H]1CN([C@@H](C)CO)C(=O)c2cc(NS(=O)(=O)c3cn(C)cn3)ccc2O[C@@H]1CN(C)C(=O)Nc1ccc2c(c1)OCO2,-0.5,x
C[C@H]1CN([C@@H](C)CO)C(=O)Cc2cc(NS(C)(=O)=O)ccc2O[C@H]1CN(C)C(=O)Nc1ccc2c(c1)OCO2,2.7,x
COc1ccccc1-n1c(SCC(=O)N(c2ccccc2)c2ccccc2)nc2ccccc2c1=O,0.2,-16.9
COc1cccc(S(=O)(=O)Nc2ccc3c(c2)C(=O)N(C)C[C@H](OC)[C@@H](C)CN(Cc2ccccc2F)[C@@H](C)CO3)c1,0.1,17.1
O=C(O)CCCCCC(=O)N/N=C/c1ccco1,0.6,7.8
Cc1noc(C)c1S(=O)(=O)N(C)C[C@@H]1Oc2c(NC(=O)C3CCOCC3)cccc2C(=O)N([C@@H](C)CO)C[C@@H]1C,-1.2,x
C[C@H](CO)N1C[C@H](C)[C@H](CN(C)S(=O)(=O)c2ccccc2)Oc2c(NC(=O)C3CC3)cccc2C1=O,-1.7,8.7
C[C@@H]1CN([C@@H](C)CO)C(=O)Cc2cc(NC(=O)CCCN(C)C)ccc2O[C@@H]1CN(C)CC1CCCCC1,x,9.8
C[C@H]1CN([C@@H](C)CO)C(=O)c2cccc(NC(=O)CCCCCC(=O)Nc3ccccc3N)c2O[C@H]1CN(C)Cc1ccc(Cl)c(Cl)c1,-0.4,-1.4
C[C@@H]1CN([C@@H](C)CO)C(=O)Cc2cc(NC(=O)c3ccncc3)ccc2O[C@@H]1CN(C)Cc1ccccc1,x,6.0
C[C@@H]1CN([C@@H](C)CO)C(=O)CCCn2cc(nn2)CO[C@@H]1CN(C)C(=O)Nc1ccc2c(c1)OCO2,-1.2,5.2
CC(C)NC(=O)N(C)C[C@H]1Oc2c(NC(=O)C3CC3)cccc2C(=O)N([C@@H](C)CO)C[C@H]1C,x,-10.8
COc1ccc(S(=O)(=O)N(C)C[C@@H]2Oc3c(NS(=O)(=O)c4ccc(C)cc4)cccc3C(=O)N([C@H](C)CO)C[C@@H]2C)cc1,-6.0,x
CO[C@@H]1CN(C)C(=O)c2cc(NS(=O)(=O)c3ccc(Cl)cc3)ccc2OC[C@@H](C)N(C(=O)Cc2cccnc2)C[C@H]1C,0.0,1.2
C[C@H](CO)N1C[C@H](C)[C@@H](CN(C)C(=O)Nc2ccccc2)Oc2cc(Br)ccc2S1(=O)=O,x,0.3
C[C@H]1CN([C@@H](C)CO)C(=O)c2cc(-c3ccc(F)cc3)cnc2O[C@@H]1CN(C)C(=O)Nc1ccc(F)cc1,1.4,0.2
Cc1noc(C)c1S(=O)(=O)Nc1ccc2c(c1)C(=O)N([C@@H](C)CO)C[C@H](C)[C@H](CN(C)CC1CC1)OCCCC[C@@H](C)O2,-4.5,x
C[C@@H]1CN([C@H](C)CO)C(=O)c2cc(C3=CCCCC3)cnc2O[C@H]1CN(C)C(=O)c1ccccc1,2.5,x
COCC#Cc1ccc2c(c1)O[C@@H](CN(C)S(=O)(=O)c1ccc(OC)cc1)[C@H](C)CN([C@@H](C)CO)S2(=O)=O,-4.5,6.0
O=C(C[C@@H]1C[C@H]2c3cc(NC(=O)c4cccnc4)ccc3O[C@H]2[C@@H](CO)O1)NC1CCCCC1,0.1,-4.0
C[C@H]1CCCCO[C@@H](CN(C)C(=O)CCCN(C)C)[C@@H](C)CN([C@@H](C)CO)C(=O)c2cc(NS(C)(=O)=O)ccc2O1,0.6,-1.2
C[C@H]1CN([C@@H](C)CO)C(=O)Cc2cc(N(C)C)ccc2O[C@H]1CN(C)S(=O)(=O)c1ccc(Cl)cc1,-32.4,x
CN(c1cccc(NC(=O)c2ccc(Cl)c(S(=O)(=O)Nc3ccccc3)c2)c1)S(C)(=O)=O,-0.5,-6.0
C[C@H](CO)N1C[C@H](C)[C@@H](CN(C)C(=O)Nc2ccc3c(c2)OCO3)Oc2ccc(NC(=O)NC3CCCCC3)cc2C1=O,1.6,x
Cc1noc(C)c1S(=O)(=O)N(C)C[C@H]1OCCCC[C@@H](C)Oc2ccc(NC(=O)Nc3ccc4c(c3)OCO4)cc2C(=O)N([C@@H](C)CO)C[C@@H]1C,0.9,x
C[C@@H]1CCCCO[C@H](CN(C)C(=O)Cc2ccccc2)[C@@H](C)CN([C@@H](C)CO)C(=O)c2cc(N(C)C)ccc2O1,-2.4,-1.5
C[C@@H]1CCCCO[C@H](CN(C)Cc2ccccc2)[C@@H](C)CN([C@H](C)CO)C(=O)c2cc(NS(=O)(=O)c3cccs3)ccc2O1,2.3,x
COCC#Cc1ccc2c(c1)O[C@H](CN(C)C(=O)c1ccccc1F)[C@@H](C)CN([C@@H](C)CO)S2(=O)=O,-0.1,-4.3
CO[C@H]1CN(C)C(=O)c2ccc(NC(=O)c3nc4ccccc4s3)cc2OC[C@@H](C)NC[C@H]1C,-0.5,11.1
O=C(C[C@@H]1CC[C@H](NC(=O)CN2CCOCC2)[C@@H](CO)O1)NCc1cccc(F)c1,-0.1,3.1
O=C(Cc1ccncc1)Nc1ccc2c(c1)[C@@H]1C[C@H](CC(=O)N3CCCCC3)O[C@H](CO)[C@@H]1O2,1.4,14.0
C[C@@H]1CN([C@@H](C)CO)C(=O)c2cc(C#CC3(O)CCCC3)cnc2O[C@@H]1CN(C)CC1CC1,-0.1,2.2
CC(C)CC#Cc1ccc2c(c1)O[C@@H](CN(C)Cc1ccncc1)[C@@H](C)CN([C@@H](C)CO)S2(=O)=O,2.1,1.8
C[C@@H]1CCCCO[C@H](CN(C)C(=O)CCCN(C)C)[C@@H](C)CN([C@H](C)CO)C(=O)c2cc(N(C)C)ccc2O1,-1.4,7.9
CO[C@H]1CN(C)C(=O)c2ccc(NC(=O)C3CC3)cc2OC[C@@H](C)N(C(=O)NC(C)C)C[C@H]1C,0.0,-4.1
O=C(C[C@H]1CC[C@H](NS(=O)(=O)c2ccccc2)[C@@H](CO)O1)NCCN1CCCCC1,-0.1,6.0
COCC#Cc1ccc2c(c1)O[C@@H](CN(C)S(=O)(=O)c1cccc(F)c1)[C@@H](C)CN([C@@H](C)CO)S2(=O)=O,-0.2,-16.5
CCCC(=O)Nc1ccc2c(c1)OC[C@H](C)N(C(=O)CN(C)C)C[C@H](C)[C@@H](OC)CN(C)C2=O,0.3,8.7
Cc1ccc(OC(=O)N(C)C[C@@H]2OCc3ccccc3-c3ccccc3C(=O)N([C@@H](C)CO)C[C@H]2C)cc1,-1.0,-9.0
# Additional compounds follow.
SMILES,IDH1 mut inh,PRC2 inh
COc1cccc(C#Cc2cnc3c(c2)C(=O)N([C@@H](C)CO)C[C@H](C)[C@H](CN(C)C)O3)c1,-5.1,-12.8
CC(C)NC(=O)Nc1cccc2c1O[C@@H](CN(C)S(=O)(=O)c1ccccc1)[C@@H](C)CN([C@H](C)CO)C2=O,2.6,1.8
COc1cccc(S(=O)(=O)Nc2ccc3c(c2)C(=O)N(C)C[C@H](OC)[C@H](C)CN(C(=O)Cc2cccnc2)[C@H](C)CO3)c1,0.0,1.3
C[C@H](CO)N1C[C@H](C)[C@@H](CN(C)S(=O)(=O)c2ccccc2)Oc2ccc(NC(=O)Nc3cccc4ccccc34)cc2CC1=O,0.3,x
COc1ccc(OC)c(C(O)CNC(=O)CN)c1 (stereo not given),-0.2,x
C[C@H]1CN([C@@H](C)CO)S(=O)(=O)c2ccc(C3=CCCC3)cc2O[C@@H]1CN(C)C(=O)C1CCC1,x,-25.9
C[C@@H]1CN([C@H](C)CO)S(=O)(=O)c2ccc(C#CCN(C)C)cc2O[C@H]1CN(C)C(=O)Nc1ccccc1F,0.1,9.8
CC(C)NC(=O)N(C)C[C@H]1Oc2ccc(NS(C)(=O)=O)cc2C(=O)N([C@@H](C)CO)C[C@@H]1C,-0.3,3.7
C[C@H](O)C#Cc1ccc2c(c1)O[C@H](CN(C)CC1CCCCC1)[C@H](C)CN([C@H](C)CO)S2(=O)=O,1.5,-7.2
COc1ccc(NC(=O)N(C)C[C@H]2Oc3ccc(NC(=O)CCC(F)(F)F)cc3CC(=O)N([C@H](C)CO)C[C@@H]2C)cc1,-1.5,-3.7

# Single records (already shown). Order of screens: IDH1 mut inh | PRC2 inh
# C[C@@H]1CN([C@@H](C)CO)C(=O)c2cc(C#CC3(O)CCCC3)cnc2O[C@@H]1CN(C)CC1CC1 reads -0.1 | 2.2
# CO[C@H]1CN(C)C(=O)c2ccc(NC(=O)c3nc4ccccc4s3)cc2OC[C@@H](C)NC[C@H]1C reads -0.5 | 11.1
# C[C@@H]1CN([C@H](C)CO)C(=O)c2cc(C3=CCCCC3)cnc2O[C@H]1CN(C)C(=O)c1ccccc1 reads 2.5 | x

# Continued.
SMILES,IDH1 mut inh,PRC2 inh
C[C@H](CO)N1C[C@H](C)[C@H](CN(C)S(=O)(=O)c2ccc(C(F)(F)F)cc2)OCc2ccccc2-c2ccccc2C1=O,-5.4,-14.0
C[C@H]1CN([C@@H](C)CO)C(=O)Cc2cc(NC(=O)CCC(F)(F)F)ccc2O[C@H]1CN(C)CC1CC1,0.1,-5.0
CSc1cccc(NC(=O)CSc2nnc(-c3cccc(C)c3)n2C)c1,-0.2,7.0
C[C@H](CO)N1C[C@H](C)[C@H](CN(C)S(=O)(=O)c2cn(C)cn2)Oc2ccc(NC(=O)Cn3cnnn3)cc2C1=O,0.1,x
C[C@H](CO)N1C[C@H](C)[C@@H](CN(C)C(=O)c2cccnc2)Oc2ncc(-c3ccc(C(=O)N(C)C)cc3)cc2C1=O,-0.5,x
C[C@H](CO)N1C[C@H](C)[C@@H](CN(C)S(=O)(=O)c2ccc(F)cc2)Oc2ccc(NC(=O)CCCCCC(=O)Nc3ccccc3N)cc2C1=O,-0.2,-15.9
CO[C@H]1CN(C)C(=O)c2cc(NC(=O)c3cnccn3)ccc2OC[C@H](C)N(C(C)=O)C[C@H]1C,0.1,10.7
COc1ccc(C(=O)NC(c2c(C)[nH]n(-c3ccccc3)c2=O)(C(F)(F)F)C(F)(F)F)cc1,0.1,-4.6
O=C(C[C@H]1C[C@@H]2c3cc(NC(=O)NC4CCCC4)ccc3O[C@@H]2[C@H](CO)O1)NCc1ccncc1,-0.4,2.0
CC(C)NC(=O)Nc1ccc2c(c1)C(=O)N([C@H](C)CO)C[C@H](C)[C@H](CN(C)Cc1ccc(C(F)(F)F)cc1)O2,0.3,x
C[C@H](CO)N1C[C@H](C)[C@@H](CN(C)C(=O)Nc2ccc(C(F)(F)F)cc2)Oc2ccc(NC(=O)NC3CCCCC3)cc2C1=O,3.5,-26.6
O=C1c2ccccc2[C@](Cc2ccccc2I)(C(=O)O)[C@H](c2ccc(CO)cc2)N1C1CCCCC1,x,10.0
C[C@@H]1CCCCO[C@@H](CN(C)CC2CCCCC2)[C@@H](C)CN([C@H](C)CO)C(=O)c2cc(NS(C)(=O)=O)ccc2O1,2.8,-0.6
C[C@H]1CN([C@@H](C)CO)S(=O)(=O)c2ccc(C#CCC3CCCC3)cc2O[C@H]1CN(C)C(=O)CN(C)C,-0.2,x
C[C@H]1CN([C@@H](C)CO)C(=O)c2cccc(NC(=O)c3ccc(-c4nccs4)cc3)c2O[C@@H]1CN(C)Cc1ccccc1,0.7,x
O=C(Cn1cc(C(=O)c2cccs2)c2ccccc21)NCC1CCCO1 (stereo not given),-0.3,-16.5
C[C@@H]1CCCCO[C@@H](CN(C)C(=O)Nc2ccc(C(F)(F)F)cc2)[C@@H](C)CN([C@H](C)CO)C(=O)c2cc(NC(=O)Nc3cccc4ccccc34)ccc2O1,-0.9,x

# A second format for part of the listing above.
canonical_smiles | IDH1 mut inh | PRC2 inh
C[C@H]1CN([C@@H](C)CO)C(=O)c2cccc(NC(=O)c3ccc(-c4nccs4)cc3)c2O[C@@H]1CN(C)Cc1ccccc1 | 0.7 | x
O=C(Cn1cc(C(=O)c2cccs2)c2ccccc21)NCC1CCCO1 (stereo not given) | -0.3 | -16.5
C[C@@H]1CCCCO[C@@H](CN(C)C(=O)Nc2ccc(C(F)(F)F)cc2)[C@@H](C)CN([C@H](C)CO)C(=O)c2cc(NC(=O)Nc3cccc4ccccc34)ccc2O1 | -0.9 | x

# Screens: PubChem, Broad Institute
